# Source: PubChem
# Lipid storage S3 = qHTS Assay for Lipid Storage Modulators in Drosophila S3 Cells; 0.64% of 320,000 active; lipid storage change, negative = inhibition, % at the top dose, mostly 46.1 µM; hits show Potency in µM; Drosophila S3 cells, BODIPY lipid droplet fluorescence, 18-24 h; cells fed with added oleic acid; active = well fitted inhibition curve with a large enough effect in the signal ratio, with a control signal flat, not every such curve was filed as active; inconclusive = small, poorly fitted or top-dose-only effect, or effect the other way, or a change in a side signal; the % refers to the signal ratio
#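 Laser-scanning cytometry quantifies lipid droplet accumulation (500–530 nm total intensity; droplet/cell object ratio) in oleic acid-fed (400 uM added) Drosophila S3 cells treated with a concentration series. 20 uM Triacsin C defined 100% inhibition.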
# Lipid storage S3 cell count max = second read-out of Lipid storage S3, no call of its own (marks repeat the call); cell number change, %; measured here: cell count max response;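 cells counted by Cell Tracker Red CMTPX staining in the red channel; peak over a dose series mostly up to 46.1 µM; percent activity relative to internal control wells on each plate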
# Numbers without * were called inactive; i = inactive; ? = inconclusive; . = no result given. % is set by controls: 0 for no effect and ±100 for the full control effect; potency is the fitted concentration of half-maximal effect. The list is partial; rates above refer to the full screens.
Lipid storage S3 cell count max	Lipid storage S3	compound
.	?	N#Cc1nc(COc2ccccc2Cl)oc1NCc1cccnc1
.	?	C(=N\n1cnnc1)/c1ccc(OCc2cccc3ccccc23)cc1
.	?	COCC(C)n1c(SCC(=O)NC(=O)Cc2ccccc2)nc2ccccc2c1=O (stereo not given)
.	?	NS(=O)(=O)c1ccc(NC(=S)Nc2ccc(OCc3ccccc3)cc2)cc1
.	?	CCCCCCCCOC(=O)C1=C(C)Nc2nnnn2C1c1cccs1 (stereo not given)
.	?	O=C1c2ccccc2S(=O)(=O)N1Cc1cccc(S(=O)(=O)N2CCOCC2)c1
.	?	COc1ccc(Cl)cc1NC(=O)CCNC(=O)Cn1ccc2ccccc2c1=O
.	?	Cc1cc(NC(=O)CSc2nnc(C)n2-c2ccccc2C)no1
11	4%	COc1ccc(CCNS(=O)(=O)c2c(N)n(C)c(=O)n(C)c2=O)cc1OC
-17	-26%	CCOc1cc(/C=C2/C(=O)ON=C2C)ccc1OCc1ccc(F)cc1
9	5%	Cc1ccc(CSc2nccc(-c3c(C)nc4ccccn34)n2)cc1
.	?	O=c1[nH]c(C2CCN(S(=O)(=O)c3ccccc3F)CC2)nc2c1nnn2Cc1ccc(OC(F)(F)F)cc1
.	?	CCNc1cc(S(=O)(=O)C(F)(F)F)ccc1N
.	?	Cn1c(N)c(C(=O)COC(=O)CCc2ccccc2)c(=O)n(C)c1=O
.	?	CN(CCC#N)C(=O)c1ccc(CNS(=O)(=O)c2ccc(F)cc2)cc1
-3	3%	COc1cc(C(=O)NNC(=O)CN2C(=O)NC3(CCCC3)C2=O)cc(OC)c1OC
.	?	COc1ccc(S(=O)(=O)NC(C)C(=O)NCc2ccco2)cc1OC (stereo not given)
.	?	Cc1ccc(NC(=O)COC(=O)C2CC(=O)N(Cc3ccccc3)C2)cc1S(=O)(=O)N(C)C (stereo not given)
-24*	4.1µM*	O=C1C=CC(=O)N1Cc1ccccc1
.	?	C/C(=N\NC(=O)c1nc2ccccn2c1C)c1cc2ccccc2o1
.	?	Cc1ccc(OCCCCN2CCC(C)CC2)c(Br)c1
-7	-18%	CSCCCNC(=O)c1ccc(OC2CCN(C(=O)c3cccnc3)CC2)cc1
-1	7%	COc1cc(C(=O)NCC(=O)OCC(=O)Nc2nnc(-c3ccccc3)o2)cc(OC)c1OC
.	?	COC(=O)c1[nH]c2ccc(F)cc2c1NS(=O)(=O)c1ccc(F)c(C)c1
.	?	Cn1ccnc1SCC(=O)NC1CCCC1

# Two records drawn at random from the list so far:
Lipid storage S3 cell count max	Lipid storage S3	compound
.	?	O=C1c2ccccc2S(=O)(=O)N1Cc1cccc(S(=O)(=O)N2CCOCC2)c1
.	?	Cc1ccc(NC(=O)COC(=O)C2CC(=O)N(Cc3ccccc3)C2)cc1S(=O)(=O)N(C)C (stereo not given)

# Back to the main list, starting seven compounds before the break.
Lipid storage S3 cell count max	Lipid storage S3	compound
-24*	4.1µM*	O=C1C=CC(=O)N1Cc1ccccc1
.	?	C/C(=N\NC(=O)c1nc2ccccn2c1C)c1cc2ccccc2o1
.	?	Cc1ccc(OCCCCN2CCC(C)CC2)c(Br)c1
-7	-18%	CSCCCNC(=O)c1ccc(OC2CCN(C(=O)c3cccnc3)CC2)cc1
-1	7%	COc1cc(C(=O)NCC(=O)OCC(=O)Nc2nnc(-c3ccccc3)o2)cc(OC)c1OC
.	?	COC(=O)c1[nH]c2ccc(F)cc2c1NS(=O)(=O)c1ccc(F)c(C)c1
.	?	Cn1ccnc1SCC(=O)NC1CCCC1
.	?	Cc1ccc(SCCC(=O)OC(C)C(=O)Nc2ccccc2)cc1 (stereo not given)
1	20%	COc1cc(C)nc(Oc2ccc(/C=N/O)cc2)n1
-14	0%	CC(C)C(=O)NNS(=O)(=O)c1ccccc1[N+](=O)[O-]
.	?	COc1cc(/C=N/N=C(/C(=O)c2ccccc2)c2ccccc2)cc(OC)c1O
.	?	COCCCNC(=O)c1ccc2c3c(onc13)-c1ccccc1C2=O
2	15%	Cc1ccc(C(=O)O/N=C(\N)c2ccccc2)c(Cl)c1
.	?	O=C(NNC(=O)c1cccs1)c1ccc(Cl)nc1
.	?	O=C(c1ccc(Cl)c(S(=O)(=O)N2CCCC2)c1)N1CCCCC1
6	-6%	CCc1nc(NCc2cccnc2)c2oc3ccccc3c2n1
.	?	Cc1ccc(NC(=O)CCNC(=O)c2ccc(Cl)cc2)cc1F
-7	-2%	CC12CCC(C(=O)Nc3ccccc3)(C(Br)C1=O)C2(C)C (stereo not given)
.	?	COc1ccc(C2NC(C(=O)O)CS2)cc1COCC(F)(F)F (stereo not given)
.	?	CC(=O)NC1(c2ccccc2)CCN(CC(=O)N2CCC(C)CC2)CC1
-9	12%	COc1ccc(SC[C@H](CC(C)C)N2CCN(CCc3ccccc3)CCC2=O)cc1
10	-17%	CN(Cc1ccccc1)C(=O)COc1ccccc1Cl
-16	0%	CCC(C)(C)NC(=O)c1cc(OC)c(OC)cc1[N+](=O)[O-]
17	2%	Cc1nnc(NC(=O)CSc2ccc(-c3ccco3)nn2)s1
.	?	CCN(CC)CCN(Cc1cc2ccc(C)cc2[nH]c1=O)C(=S)Nc1ccccc1C(=O)OC
.	?	COc1ccccc1CNC(=O)CCC(=O)N1Cc2cccc(OC)c2Oc2ncccc21
6	5%	S=C(NCc1ccccc1)N1CCn2cccc2C1c1ccncc1 (stereo not given)
.	?	Cc1ccc2nc(-c3ccc(SCC(=O)N4CCc5ccccc54)nc3)[nH]c2c1
8	23%	CCn1c(=O)cc(OCC(=O)Nc2ccc(C)cn2)c2ccccc21
9	16%	COc1ccccc1C(=O)NC(CCSC)C(=O)NCC(c1ccco1)N(C)C (stereo not given)
.	?	CC1CCC(NC(=O)c2ccc(NS(=O)(=O)c3ccc4[nH]c(=O)[nH]c4c3)cc2)CC1 (stereo not given)
.	?	CCN(CC)S(=O)(=O)c1ccc(Oc2cccc(C(C)=O)c2)nc1
.	?	CC(=O)Oc1cccc(N2C(=O)C3C4C=CC(C4=C(C)C)C3C2=O)c1 (stereo not given)
.	i	N#C/C(=C(/O)CSc1ncn[nH]1)c1nc2ccccc2[nH]1
.	?	C=CCNC(=O)c1ccc(-c2nc(-c3ccc(Cl)cc3Cl)cs2)cc1
.	?	COc1ccccc1/C=N/NC(=O)c1ccc(CN2C(=O)c3cccc4cccc2c34)cc1
.	?	Cc1ccc(S(=O)(=O)NCC(=O)OCN2C(=O)c3ccccc3C2=O)cc1
.	?	Cc1cc(C)n2nc(SCC(=O)Nc3ccc(S(=O)(=O)N(C)C)cc3)nc2n1
.	?	CCO[C@H]1OC(C(=O)N2CCN(Cc3ccc4c(c3)OCO4)CC2)=C[C@@H](C2CCCCC2)[C@@H]1CCCO
-2	17%	Cc1cc(C)c2c(N=NN(C)C)[nH]nc2n1
.	?	COc1cc(OC)cc(-c2nc(-c3cc4cc(C)ccc4nc3OC)no2)c1
.	?	COC(=O)c1cc(C(=O)NCCCN2CCOCC2)cc([N+](=O)[O-])c1
0	0%	COc1ccc(SCc2noc(C(=O)NC(C)C)c2C(=O)O)cc1
.	?	Cc1ccc(C)c(NC(=O)CSc2cccc3cccnc23)c1
.	?	CC(=O)Oc1ccc(C(C)=O)c2c1OCCO2
18	i	CC(=O)c1c(C)[nH]c(C(=O)CSc2nc3ccccc3c(=O)n2CCCN2CCOCC2)c1C
14	-1%	Cc1ccc(NC(=O)CSc2nnc(CN3CCOCC3)n2-c2ccccc2)cc1
0	14%	CCc1ccc(OCC(=O)NC(C)C)cc1
-22	-2%	Cc1ccc(C2CC2C(=O)NNC(=S)Nc2cccc(Cl)c2)cc1 (stereo not given)
.	?	Cc1cc(C)n(CC(C)NCc2cn[nH]c2-c2cccc3ccccc23)n1 (stereo not given)
18	i	CCOc1ccc(NC(=O)c2cc([N+](=O)[O-])ccc2N2CCOCC2)cc1
-11	10%	COc1ccc(C2CC(c3ccc(Cl)cc3Cl)Nc3nc(N)nn32)cc1OC (stereo not given)
.	?	CC(O)(CS(=O)(=O)Cc1ccccc1Cl)C(=O)Nc1cccc(C(F)(F)F)c1 (stereo not given)
-9	8%	Cc1cc(=O)n2[nH]c(-c3sccc3-n3c(C)ccc3C)cc2n1
.	?	C=CCn1c(CSCc2ccc(C)cc2)nnc1SCC(=O)NCc1ccccc1
.	?	Cc1ccc(C2CC(c3cccs3)=NN2C(=O)c2ccc(Br)o2)cc1 (stereo not given)
-17	23%	CCOC(=O)C1C(=O)C=C(c2ccc(C)cc2)CC1c1ccco1 (stereo not given)

# More entries:
Lipid storage S3 cell count max	Lipid storage S3	compound
.	?	COc1ccc(C(CNC(=O)c2ccc(OC)c(S(=O)(=O)N3CCCC3)c2)N2CCCC2)cc1 (stereo not given)
.	?	COc1ccc(NC(=O)c2ccccc2SC)c(OC)c1
.	?	CCN(c1ccccc1)S(=O)(=O)c1ccc(Oc2ccc(C(C)=O)cc2OC)nc1
.	?	CC(NC(=O)CNC(=O)Cc1cccc2ccccc12)c1ccc(S(N)(=O)=O)cc1 (stereo not given)
-9	9%	O=C(COC(=O)C1CCN(S(=O)(=O)c2ccccc2)CC1)NC(=O)c1ccc(OC(F)F)cc1
.	?	CCOc1c(Cl)cc(C2NC(=O)NC(C)=C2C(=O)NCc2ccccc2)cc1OC (stereo not given)
.	?	Cc1nc(SC(C)C(=O)NCC2CCCO2)c2cc(-c3ccccc3)sc2n1 (stereo not given)
.	?	O=C(c1cc(COc2ccc3ncccc3c2)on1)N1CCC(O)CC1
.	?	O=C(O)c1cccc(S(=O)(=O)NCCC(c2ccccc2)c2ccccc2)c1
.	?	CCOP(=O)(OCC)c1nc(-c2ccccc2Cl)oc1N1CCOCC1
17	-16%	Cc1ccc(NC(=O)NC(=O)CSc2nnc(-c3ccc(OC(F)F)cc3)n2N)c(C)c1
.	?	O=C(C/C=N\O)Nc1ccc(Oc2ccccc2)cc1
.	?	Cc1ccc(C2OCC3(CO)COC(c4ccc(C)cc4)N23)cc1 (stereo not given)
.	-1%	COC(=O)CC1=NN(c2nc3ccccc3s2)C(=O)/C1=C/N(C)C
-20	-1%	COc1ccc(Nc2cc(=O)n(C3CCCCC3)c(=O)[nH]2)c(OC)c1
.	?	CSc1c(SCc2ccccc2)cnn(-c2ccccc2)c1=O
-15	i	CCn1c(SCC(=O)NCc2ccco2)nnc1-c1cccs1
.	?	Cn1c(=O)c2c(SCC(=O)N3CCCC3)nc(-c3ccccc3)nc2n(C)c1=O
.	?	COc1ccc(-c2nnc(SCc3ccc(C(=O)O)cc3)n2C)cc1OC
.	?	O=C(c1c[nH]c2ccccc12)C(Cl)c1ccccc1 (stereo not given)
12	7%	O=C(O)c1cccc(NC(=S)NC(=O)C(c2ccccc2)c2ccccc2)c1
-21*	8.9µM*	Cn1c(=O)c2c(SCC(=O)NCc3ccco3)nc(-c3ccccc3Cl)nc2n(C)c1=O
-1	0%	CC1=N/C(=C/c2ccco2)C(=O)O1
22	8%	Cc1ncsc1C(=O)Nc1cccc(C(F)(F)F)c1
.	?	Cc1cc(C)c(NC(=O)CN(C)C(=O)C2CC(=O)N(c3cccc4ccccc34)C2)c(C)c1 (stereo not given)

# Shown with each value named: part of the list above
mol: CCOc1c(Cl)cc(C2NC(=O)NC(C)=C2C(=O)NCc2ccccc2)cc1OC (stereo not given)
  Lipid storage S3 cell count max: .; Lipid storage S3: ?

mol: Cc1nc(SC(C)C(=O)NCC2CCCO2)c2cc(-c3ccccc3)sc2n1 (stereo not given)
  Lipid storage S3 cell count max: .; Lipid storage S3: ?

mol: O=C(c1cc(COc2ccc3ncccc3c2)on1)N1CCC(O)CC1
  Lipid storage S3 cell count max: .; Lipid storage S3: ?

mol: O=C(O)c1cccc(S(=O)(=O)NCCC(c2ccccc2)c2ccccc2)c1
  Lipid storage S3 cell count max: .; Lipid storage S3: ?

# The list goes on:
Lipid storage S3 cell count max	Lipid storage S3	compound
22	13%	COc1ccc(OC)c2c(C)cc(N3CCN(C(=O)c4ccc(C)cc4)CC3)nc12
.	?	O=C(O)Cc1ccc(-n2cccc2)cc1
.	?	COc1cccc(NC(=O)CNC(=O)c2ccc(C)o2)c1
.	?	Cc1ccccc1C(=O)Nc1ccc(Cl)cn1
.	?	CCN(CC)c1ccc(S(=O)(=O)N2CCOCC2)cc1NS(C)(=O)=O
-9	-1%	O=C(NNC(=S)Nc1ccc(Br)cc1Cl)c1ccco1
.	?	CCC(Oc1ccc2c(=O)c(-c3ccccc3OC)coc2c1)C(=O)OCc1ccccc1 (stereo not given)
.	?	CCCC1=Nc2cc(C(=O)N3CCC(C(=O)OCC)CC3)ccc2Sc2ccccc21
.	i	Cc1ccc(-c2csc3nnc(SCC(=O)NCc4ccco4)n23)cc1
.	?	CCc1nc(C)cn1S(=O)(=O)c1cc(C)c(OC)c(C)c1C
-13	-20%	O=C(O)COc1ccc(/C=N/NC(=O)c2ccccc2Br)cc1
.	?	Cc1ccc(-c2ccc(=O)n(CCC(=O)N3CCN(c4ccccc4)CC3)n2)cc1
3	17%	O=C(O)c1cccc(CN2C(=O)SC(Nc3cccc4ccccc34)C2=O)c1 (stereo not given)
0	-7%	COc1ccc2[nH]cc(C(O)CN3CCC(C(N)=O)CC3)c2c1 (stereo not given)
-2	i	Cc1cccc(NC(=O)C2C3C=CC(O3)C2C(=O)O)c1C (stereo not given)
2	9%	CCOC(=O)c1oc2c(CN3CCN(C)CC3)c(O)ccc2c(=O)c1-c1ccccc1OC
-2	5%	Nc1cccc(C2=Nc3cccc4cccc(c34)N2)c1
.	?	CCN(CC)c1nc(C)nc2c1cnn2CCc1ccccc1
-18	6%	Cc1cc(C(=O)Nn2cnc3ccccc3c2=O)ccc1[N+](=O)[O-]
18	8%	O=C(Nc1ccc2c(c1)OCO2)N1CCCc2ccccc21
.	?	Brc1cnc2nc[nH]c2c1
